TRHR agonist = activates the human TRH receptor; P34981; TRHR cells, calcium flux fluo-8, FDSS agonist mode; activation, % at 2 µM; actives 0.18% (n = 360,000); in the data active = activation above about 30%; note: 0% is about no effect
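Fluo-8-loaded TRHR cells; 10 s baseline, compound added, kinetic Ca2+ fluorescence read 1/s, agonist mode.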
D1 antagonist = blocks dopamine activation of the human D1 receptor; HEK293 TREx D1 cells, calcium flux, dopamine EC80; hits give low values; activity change, negative = inhibition, % at 10 µM; actives 3.2% (n = 360,000); in the data active = activity change below about -30%; note: % is set by controls: 0 for no effect and ±100 for the full control effect
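Tetracycline-induced HEK293 T-REx cells with force-coupled D1 receptor were loaded with a no-wash calcium dye. Compound was added after a 10 s baseline and read kinetically for 180 s; EC80 dopamine was then added and calcium flux followed another 180 s.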
TRHR enhancer = allosteric enhancers of human TRH receptor; TRHR cells, fluo-8 calcium fluorescence, EC20 TRH enhancement; enhancement, % at 2 µM; actives 0.66% (n = 360,000); AID 493056; in the data active = enhancement above about 30%; note: 0% is about no effect
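TRHR-expressing cells loaded with fluo-8 calcium dye were read kinetically (ex 480/em 530) during compound addition, then stimulated with an EC20 of TRH (10 nM final). Enhancement of the Gq-mediated intracellular calcium response was scored.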
D1 PAM = human D1 dopamine receptor positive modulation; P21728; HEK293 TREx D1 cells, calcium flux, dopamine EC20 potentiation; potentiation, % at 10 µM; actives 0.036% (n = 360,000); AID 504651; in the data active = potentiation above about 30%; note: 0% is about no effect
RXFP1 ag = agonists of human relaxin receptor RXFP1. HEK293T-RXFP1 cAMP TR-FRET, 30 min; response scale: percent of porcine relaxin response, buffer zero. Potency, µM (highest dose often 57.5 µM), without a hit: at the highest dose activation, most hits filed as activators. Q9HBX9. actives 0.3% (n = 370,000). AID 2676; note: potency is the fitted concentration of half-maximal effect; % is set by controls: 0 for no effect and ±100 for the full control effect; nearly all actives have a fitted effect of over 60% in size; many of its hits are not listed in these tables
Target sequence (Q9HBX9 whole entry, looked up): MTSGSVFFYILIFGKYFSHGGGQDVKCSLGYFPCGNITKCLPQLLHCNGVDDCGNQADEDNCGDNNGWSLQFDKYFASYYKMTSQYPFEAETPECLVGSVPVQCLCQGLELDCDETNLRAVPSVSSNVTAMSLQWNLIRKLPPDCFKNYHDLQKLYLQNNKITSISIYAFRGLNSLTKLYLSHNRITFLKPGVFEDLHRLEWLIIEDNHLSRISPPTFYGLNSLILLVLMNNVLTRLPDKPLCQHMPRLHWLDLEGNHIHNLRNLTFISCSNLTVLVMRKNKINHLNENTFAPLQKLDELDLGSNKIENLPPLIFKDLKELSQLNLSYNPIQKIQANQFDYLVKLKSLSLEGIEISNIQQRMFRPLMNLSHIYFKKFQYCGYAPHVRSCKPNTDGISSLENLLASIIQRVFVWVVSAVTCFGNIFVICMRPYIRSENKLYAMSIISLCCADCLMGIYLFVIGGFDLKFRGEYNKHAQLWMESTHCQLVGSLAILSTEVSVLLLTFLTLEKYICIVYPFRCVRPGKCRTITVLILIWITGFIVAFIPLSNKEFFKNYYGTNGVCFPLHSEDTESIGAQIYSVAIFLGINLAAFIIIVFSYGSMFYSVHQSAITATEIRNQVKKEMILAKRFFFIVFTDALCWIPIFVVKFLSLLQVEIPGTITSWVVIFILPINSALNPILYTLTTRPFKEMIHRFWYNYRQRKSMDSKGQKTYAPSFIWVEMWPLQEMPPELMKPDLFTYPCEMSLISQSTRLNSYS
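HEK293T cells stably expressing RXFP1 were pretreated with the PDE4 inhibitor Ro 20174, exposed to compounds for 30 min at 37C, lysed, and cAMP was read by TR-FRET. Data normalized to buffer (basal) and 29 nM porcine relaxin (100%).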
Apoferritin bind = binds horse apoferritin like a general anesthetic. Potency, µM (top dose mostly 77.5 µM), for inactives: at the highest dose activity change, negative = displacement, most hits filed as inhibitors. AID 485281. P02791. actives 0.074% (n = 350,000). apoferritin/1-aminoanthracene competitive binding, fluorescence; note: potency is the fitted concentration of half-maximal effect; % is set by controls: 0 for no effect and ±100 for the full control effect; nearly all actives have a fitted effect of over 20% in size
Target sequence (P02791 2-175 limits assumed): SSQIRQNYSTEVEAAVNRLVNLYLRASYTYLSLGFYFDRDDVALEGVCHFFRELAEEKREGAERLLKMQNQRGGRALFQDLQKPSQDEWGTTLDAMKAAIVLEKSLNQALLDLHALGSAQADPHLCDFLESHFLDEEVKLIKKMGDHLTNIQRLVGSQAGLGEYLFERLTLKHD
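Read-out: endpoint 1-AMA fluorescence, excitation 380 nm and emission 535 nm, after compounds sit 10 min at room temperature with 10 uM horse-spleen apoferritin in 50% saturated 1-AMA/PBS. Values come from four-parameter Hill fits.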
D1 ag = human D1 receptor agonism. AID 504660. HEK293 T-REx D1 cells, calcium flux, agonist mode. P21728. activation, % at 2 µM. actives 1% (n = 360,000); in the data active = activation above about 30%; note: 0% is about no effect
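Inducible HEK293 T-REx D1 cells, force-coupled to calcium signalling, were plated at 4000 cells/well with tetracycline and held overnight at 30 C. After no-wash calcium dye loading, compound-evoked calcium rise over 180 s flagged agonists.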
D2 PAM = D2 dopamine receptor (human) potentiation. P14416. HEK293 T-REx D2, calcium flux, EC20 dopamine potentiation. potentiation, % at 10 µM. actives 0.34% (n = 340,000). AID 485347;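 active = potentiation over 3 SD above the plate norm, cut at about 30% in these data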; note: 0% is about no effect
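Calcium flux readout, no-wash dye, 1 read/s. Inducible HEK293 Trex D2 line, overnight 30 C. Compound alone 180 s (agonist flags), then EC20 dopamine, another 180 s to score potentiation.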
RXFP1 antagonist = antagonists of human relaxin receptor RXFP1; Q9HBX9; HEK293-RXFP1, relaxin-stimulated cAMP HTRF, 30 min; hits give low values; activity change, negative = inhibition, % at 57.5 µM; actives 0.59% (n = 350,000); AID 1259400;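 active = activity change of -60% or lower, but not beyond a set lower limit; inconclusive = change between -60% and -40%, or beyond the set limit; inactive = change above -40%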; note: % is set by controls: 0 for no effect and ±100 for the full control effect
Numbers without * were called inactive; ? = inconclusive; . = not tested or not shown; & = joins results of further samples; [ ] = another dose, or the depositor's remark. Unless noted, calls come from the whole dose curve; as a rule, active = well fitted curve in the direction sought with a large enough effect; inconclusive = small, poorly fitted or top-dose-only effect, or another doubt; inactive = no such curve, though single readings can be large; an effect the other way counts as inactive or inconclusive.

canonical_smiles,TRHR agonist,Apoferritin bind,D1 PAM,D1 antagonist,D1 ag,D2 PAM,TRHR enhancer,RXFP1 antagonist,RXFP1 ag
S=c1[nH]nc(-c2cc(-c3ccccc3)n[nH]2)n1/N=C/C=C/c1ccco1,0.2,-13%,-4,-9,2,6,-1,?,-0.3%
CCN(C(=O)c1ccc(Br)cc1)c1ccccc1,-0.4,-13%,-1,0,5,16,0,-1,0.2%
COc1ccc(C2CC(c3cccs3)=NN2S(C)(=O)=O)cc1OC (stereo not drawn),0.4,-9%,1,1,1,0,-4,-12,-0.2%
COc1ccc(CN2C(=O)/C(=C/c3ccncc3)SC2=S)cc1,0.1,1%,-2,8,5,-5,3,8,1.8%
CCOC(=O)CC(=O)CSc1nnc2c(n1)[nH]c1ccccc12,-0.2,-14%,-2,-16,0,10,-1,-4,0.7%
COc1ccc(Cl)cc1S(=O)(=O)NC(C)C(=O)NCc1ccncc1 (stereo not drawn),-0.1,5%,.,-14,6,5,-2,10,0.6%
COc1ccc(C(=O)N(Cc2ccc(C(C)C)cc2)C2CCS(=O)(=O)C2)cc1 (stereo not drawn),-0.7,-9%,-7,-4,2,-10,5,-19,-0.1%
COC(=O)[C@@H]1C[C@@]2(O)[C@@H](O)[C@@H](O)[C@@H](O)C[C@H]2N1CC1CCCCC1,-0.1,-8%&1%,0,-56*,13,15,7,.,1.1%
CCOC(OCC)c1ccc(/C=C\c2nccc(N)n2)cc1,-0.6,-3%,-1,-14,1,4,30*,8,0.0%
CC(=O)Nc1cccc(OCC(=O)NC(C)c2ccc3ccccc3c2)c1 (stereo not drawn),-0.1,-7%,2,-2,-3,-20,-9,-6,-6.1%
Cc1ccc(C2(C)NC(=O)N(CC(=O)NC3CCCCC3)C2=O)cc1 (stereo not drawn),0.0,.,-6,-5,7,5,11,18,-0.1%
COc1ccc(-c2cc(C(=O)O)c3ccccc3n2)c(OC)c1,0.8,5%,3,3,1,8,7,4,4.0%
Cc1c(Cc2ccccc2)c(=O)oc2c(C)c(OCC(=O)NCC3CCC(C(=O)O)CC3)ccc12 (stereo not drawn),-0.5,-6%,-6,8,0,-1,17,.,0.6%
COc1ccc(CCNC(=O)c2ccncc2)cc1OC,0.8,8%,10,9,-3,4,1,-11,-0.9%
Nc1nnc(CSc2ccc(Cl)cc2)s1,-1.9,?,-4,1,9,.,0,9,-0.1%
CCOc1ccc(NC(=O)CCNC(=O)C2CCN(S(=O)(=O)c3ccccc3)CC2)cc1,-0.4,-3%,0,8,2,3,0,13,-4.1%
Cc1cccc(NC(=O)c2ccc([N+](=O)[O-])o2)c1,-0.1,-4%,-3,-6,3,-1,3,-1,-0.6%
Cn1nc([N+](=O)[O-])c(C(C#N)c2nc3ccccc3n2C)c(Cl)c1=O (stereo not drawn),0.6,2%,-5,1,2,-8,2,-22,-0.5%
COc1ccc(NCc2ccccc2[N+](=O)[O-])cc1OC,-1.8,-14%,-11,2,1,3,2,4,0.8%
O=C(O)CC12CC3CC(C1)CC(n1ncc(NCc4ccc5c(c4)OCO5)c(Cl)c1=O)(C3)C2,0.0,-11%,-3,2,3,.,-2,.,1.4%
Cc1cc(SCC(=O)NN=C2CCN(C(C)C)CC2)c(C)cc1Br,0.0,?,3,-22,2,-10,-2,5,-0.1%
CCCCn1ccnc1C(=O)c1ccc(S(=O)(=O)N2CCCC2)cc1,-0.2,4%,-4,-12,1,11,-5,-2,0.7%
O=C(Nc1ccccc1Cl)Nn1cnnc1,-0.2,-2%,-2,-2,1,-6,-9,-12,1.7%
Cc1ccccc1N/C(SCc1ccc(Cl)cc1)=C(/C#N)C(N)=O,-1.2,?,-1,11,3,1,1,-66*,-0.9%
CCN(CC)C1CCN(C(=O)CCc2nnc(CCc3ccccc3)o2)C1 (stereo not drawn),0.9,-9%,0,12,1,-7,0,2,-1.6%
COc1ccc(OC)c(NC(=O)c2c(N3CCCC3=O)c3cc(OC)ccc3n2C)c1,-0.2,-6%,0,-2,-1,2,3,.,-0.5%
Cc1ccc(C2CCN(C(=O)Nc3ccccc3)C2)cc1 (stereo not drawn),0.4,-22%,-7,-1,2,-5,-1,-5,-0.3%
O=C(CCn1c(=O)sc2ccccc21)Nc1nccs1,-0.5,-12%,12,8,3,-14,21,-2,-0.8%
C1=C(c2ccc(-c3ccccc3)cc2)Nc2ncnn2C1c1ccco1 (stereo not drawn),30*,469%[activator],2,8,61*,5,13,8,7.1%
CC1CCC(NC(=O)COC(=O)C2CC3CCCC(C2)C3=O)CC1 (stereo not drawn),0.7,.,6,7,1,4,8,4,2.0%

Whole records, looked up by structure. Screens in order: TRHR agonist	Apoferritin bind	D1 PAM	D1 antagonist	D1 ag	D2 PAM	TRHR enhancer	RXFP1 antagonist	RXFP1 ag
Shown for `Cn1nc([N+](=O)[O-])c(C(C#N)c2nc3ccccc3n2C)c(Cl)c1=O` (stereo not drawn) : 0.6	2%	-5	1	2	-8	2	-22	-0.5%
Shown for `C1=C(c2ccc(-c3ccccc3)cc2)Nc2ncnn2C1c1ccco1` (stereo not drawn) : 30*	469%[activator]	2	8	61*	5	13	8	7.1%

Carrying on.
canonical_smiles,TRHR agonist,Apoferritin bind,D1 PAM,D1 antagonist,D1 ag,D2 PAM,TRHR enhancer,RXFP1 antagonist,RXFP1 ag
Cn1c(=O)oc2cc(S(=O)(=O)N3CCCC(C(=O)N4CCn5c4nc4ccccc45)C3)ccc21 (stereo not drawn),-0.4,-4%,0,-13,0,8,-8,.,-0.1%
O=C(Cc1n[nH]c(=O)[nH]c1=O)N/N=C/CCc1ccccc1,0.9,0%,-3,1,2,-4,-1,4,0.5%
O=C(NCC1CCCO1)c1cccc(Br)c1 (stereo not drawn),0.1,-8%,2,-21,-1,-4,5,-14,-1.0%
CCc1ccc(-n2nc(CO)c(C(=O)NCc3ccccn3)n2)cc1,-1.2,-4%,-3,-5,0,4,1,-19,1.2%
Cc1nn(C)c(C)c1NC(=O)CC12CC3CC(CC(C3)C1)C2,0.2,?,-2,5,5,0,-4,-1,1.5%
CCn1c(CSc2ncccn2)nnc1SCC(=O)N1CCCCC1,0.6,-5%,5,-8,5,1,7,4,5.3%
COc1ccc(NC(=O)COc2coc(CN3CCCc4ccccc43)cc2=O)cc1,-0.3,.,-7,9,2,-12,4,-17,0.1%
COc1ccc(C(=O)CSc2[nH]c(=O)cc(C(F)(F)F)c2C#N)cc1,0.1,-4%,-2,-14,19,8,8,?,-0.7%
O=C(Nc1ccc([N+](=O)[O-])cc1)c1nc[nH]c1C(=O)NC1CCCCC1,43*,-3%,-5,-9,2,1,7,-7,1.0%
COC(=O)c1cccc(NC(=O)CN2C(=O)c3ccccc3C2=O)c1,-0.5,-22%,-18,-9,3,8,1,2,-0.1%
Cc1ccc(C)c(Cn2c(=O)n(-c3ccc(CC(=O)NCc4ccco4)cc3)c(=O)c3sccc32)c1,1.2,-3%,5,1,-2,-3,4,.,4.8%
Cc1cc(/C=N/n2cnnc2)c(C)n1-c1ccc(Cl)cc1,-0.1,-7%,-7,-9,7,.,4,-1,-0.5%
Cc1cc2ncn(CC(O)COC3CCCCC3)c2cc1C (stereo not drawn),0.1,-11%,10,13,5,-1,7,-16,1.8%
N#Cc1ccc(Oc2cnccn2)cc1,0.1,-4%,0,7,4,5,-4,-2,2.6%
CCSc1nnc(NC(=O)CSC2=NN3CCCC(=O)N=C3S2)s1,-0.9,-6%,-2,20,-1,6,6,-1,3.6%
CCC(CC)C(=O)Nc1ccc(Sc2ccc([N+](=O)[O-])cc2)cc1,0.0,?,-8,-35*,31*,-4,4,-19,0.0%
Fc1ccc(-c2nc3ccccn3c2NCc2ccc3c(c2)OCO3)cc1,-0.9,9%,5,-7,5,-3,-6,13,-1.2%
O=C(c1ccccc1NS(=O)(=O)c1ccccc1)N1CCCCCC1,-0.2,-4%,1,16,0,1,0,-12,-0.6%
O=C(Nc1ccc(Cl)c(S(=O)(=O)N2CCOCC2)c1)c1cc(=O)[nH]c2ccccc12,0.4,.,-5,-4,1,23,4,13,2.2%
CC1CCCC(C)N1C(=O)c1cccc2c1-c1ccccc1/C2=N/O (stereo not drawn),-0.2,-22%,7,20,0,6,5,0,-0.8%
Cc1cc(C)cc(N(C(=O)c2csnn2)C(C(=O)NC(C)(C)C)c2cccnc2)c1 (stereo not drawn),0.2,-10%,-1,-13,2,6,-1,8,-0.2%
COc1ccc(NC(=O)CC23CC4CC(CC(Br)(C4)C2)C3)c(OC)c1,-0.5,?,3,8,4,6,2,-3,-0.7%
O=C(NCc1ccccc1Cl)c1ccc2c(=O)n(CC3CCCO3)c(=S)[nH]c2c1 (stereo not drawn),-1.2,5%,.,-5,0,-2,4,-6,2.1%
Cc1ccc(NC(=O)CCCc2nnc3n(C)c(=O)c4sccc4n23)cc1C,0.2,-1%,-7,-1,2,1,5,-11,?
COc1ccc(N=c2oc3ccc(OC)cc3cc2-c2nc3ccccc3[nH]2)cc1,0.0,-14%,-5,12,0,-8,-3,-7,0.4%
Cc1ccccc1NC(=O)C1Cc2ccccc2C(=O)O1 (stereo not drawn),0.1,-3%,-20,7,3,8,-5,7,3.1%
COCc1c(C(=O)NCC2COc3ccccc3O2)oc2ccccc12 (stereo not drawn),-0.6,.,7,7,1,4,0,-21,2.1%
Cc1c(C(=O)NC(C(C)C)C(C)C)cccc1[N+](=O)[O-],-0.1,-9%,1,2,1,6,2,13,-0.5%
COc1cc2[nH]c(=O)n(Cc3ccccc3Cl)c(=O)c2cc1OC,-0.4,9%,-4,-3,0,.,-1,-15,7.2%

Sorted by value in D1 ag (lowest first): some entries from above.
molecule	TRHR agonist	Apoferritin bind	D1 PAM	D1 antagonist	D1 ag	D2 PAM	TRHR enhancer	RXFP1 antagonist
COc1ccc(OC)c(NC(=O)c2c(N3CCCC3=O)c3cc(OC)ccc3n2C)c1	-0.2	-6%	0	-2	-1	2	3	.
O=C(Nc1ccc(Cl)c(S(=O)(=O)N2CCOCC2)c1)c1cc(=O)[nH]c2ccccc12	0.4	.	-5	-4	1	23	4	13
Cc1cc(SCC(=O)NN=C2CCN(C(C)C)CC2)c(C)cc1Br	0.0	?	3	-22	2	-10	-2	5
Cc1cccc(NC(=O)c2ccc([N+](=O)[O-])o2)c1	-0.1	-4%	-3	-6	3	-1	3	-1
COc1ccc(CN2C(=O)/C(=C/c3ccncc3)SC2=S)cc1	0.1	1%	-2	8	5	-5	3	8
Cc1ccc(C2(C)NC(=O)N(CC(=O)NC3CCCCC3)C2=O)cc1 (stereo not drawn)	0.0	.	-6	-5	7	5	11	18

From PubChem

These rows are one share of the data; count on the stated rates, not on these rows.
